TbREL1 inh – TbREL1 inhibition, primary screen; TbREL1 RNA ligation, FRET fluorescence; inhibition, % at 9.66 µM; 0.49% of 89,000 active;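 active = inhibition above the mean inhibition across all screened compounds plus 3 SD, cut at about 11% in these data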;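 note: 0% = plate median of test wells and 100% = NSC42067 control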
Target sequence (P86926 whole entry, looked up): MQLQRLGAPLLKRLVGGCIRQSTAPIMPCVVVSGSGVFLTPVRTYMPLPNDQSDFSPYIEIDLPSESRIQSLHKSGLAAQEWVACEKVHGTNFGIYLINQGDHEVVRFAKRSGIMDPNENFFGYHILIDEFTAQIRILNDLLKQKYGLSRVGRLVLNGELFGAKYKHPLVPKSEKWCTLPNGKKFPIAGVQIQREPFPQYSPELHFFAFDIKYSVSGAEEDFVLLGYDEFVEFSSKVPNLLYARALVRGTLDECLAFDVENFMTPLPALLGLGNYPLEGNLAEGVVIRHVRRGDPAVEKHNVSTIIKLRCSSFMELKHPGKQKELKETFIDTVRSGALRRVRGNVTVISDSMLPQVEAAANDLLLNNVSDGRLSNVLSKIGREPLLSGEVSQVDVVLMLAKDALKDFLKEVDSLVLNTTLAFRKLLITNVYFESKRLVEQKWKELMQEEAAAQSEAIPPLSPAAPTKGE
Active calls of the source: *. Some of the compounds tested; rates above refer to the full screens.

SMILES | TbREL1 inh
COC(=O)c1sccc1Oc1ccc(F)cc1[N+](=O)[O-] | 5
CCCCn1c(SCC(=O)Nc2nccs2)nc2ccccc2c1=O | 0
NC(=O)c1cccc(Nc2nc(C(N)CCc3ccccc3)cs2)n1 (stereo unspecified) | 6
Cn1cncc1C#Cc1ccc2cc(CCO)oc(=O)c2c1 | 2
CC(C)(Oc1ccc(Cl)cc1)C(=O)NCc1ccncc1 | 1
C=C(C)c1cccc(C(C)(C)NC(=O)Nc2nncs2)c1 | -2
COC(=O)c1ccc(CN2C(=O)[C@]3(OCCC=C[C@H]3C)c3ccccc32)cc1 | -2
CC(=O)Nc1ccc(C=NNc2ccc([N+](=O)[O-])cc2S(=O)(=O)Nc2ccccc2C(=O)O)cc1 | 3
Cc1cc(NC(=O)C(C)SCC(=O)OC(C)C(=O)Nc2ccc(F)cc2Cl)no1 (stereo unspecified) | -2
CSCC[C@H](NC(=O)c1ccc2c(c1)OCO2)c1nnc2ccccn12 | -1
CS(=O)(=O)c1cccc(C(=O)NCc2ccc(F)cc2)c1 | 2
COc1cc(C(=O)N2CCC(N3CCCCCC3)CC2)cc(OC)c1OC | 4
CSc1ccc(CNC(=O)C2CCC(=O)N(Cc3cccc(F)c3)C2)cc1 (stereo unspecified) | -1
COc1cccc(/C=N/NC(=O)c2cccc(N3CCCC3=O)c2)c1 | 3
NNC(=O)COc1ccc(C2SCCS2)cc1 | 5
CCCc1cc(=O)[nH]c(SCC(=O)Nc2ccccc2C#N)n1 | 0
CC(C)c1ccc(S(=O)(=O)N2CCN(C(=O)C3CC3C)CC2)cc1 (stereo unspecified) | -3
COc1ccc(NC(=O)c2ccc3c(c2)C(=O)N(CC2CCCO2)C3=O)cc1O (stereo unspecified) | -1
Cc1ccc2c(c1)c1c(n2C)-c2[nH]ncc2CC1 | -2
CCc1cccc2c(SC(C)C(=O)NCC3CCCO3)nc(-c3ccccc3)nc12 (stereo unspecified) | 1

Part of the list above, as labelled records.
> CCCc1cc(=O)[nH]c(SCC(=O)Nc2ccccc2C#N)n1
  TbREL1 inh = 0
> CCc1cccc2c(SC(C)C(=O)NCC3CCCO3)nc(-c3ccccc3)nc12 (stereo unspecified)
  TbREL1 inh = 1
> CCCCn1c(SCC(=O)Nc2nccs2)nc2ccccc2c1=O
  TbREL1 inh = 0
> COc1cccc(/C=N/NC(=O)c2cccc(N3CCCC3=O)c2)c1
  TbREL1 inh = 3

A different layout for part of the listing above:
SMILES	TbREL1 inh
Cc1cc(NC(=O)C(C)SCC(=O)OC(C)C(=O)Nc2ccc(F)cc2Cl)no1 (stereo unspecified)	-2
COc1ccc(NC(=O)c2ccc3c(c2)C(=O)N(CC2CCCO2)C3=O)cc1O (stereo unspecified)	-1
Cc1ccc2c(c1)c1c(n2C)-c2[nH]ncc2CC1	-2
COc1cc(C(=O)N2CCC(N3CCCCCC3)CC2)cc(OC)c1OC	4

(next part)
SMILES | TbREL1 inh
CCc1ccc(NC(=O)[C@H](C)NC(=O)C2CCN(C(=O)[C@@H](NC(=O)OC(C)(C)C)C(C)C)CC2)cc1 | -2
O=c1c2c3c(sc2ncn1Cc1ccc(F)cc1)CCC3 | 2
O=C(Nc1c(C(=O)O)[nH]c2ccccc12)NC1CCCCC1 | -2
Nc1nc(NC(=O)c2ccc(F)cc2)ns1 | 0
COC(=O)c1cccc(NC(=O)Nc2ccc(Cl)cc2Cl)c1 | 2
Cn1cnnc1SCC(=O)c1c(N)n(Cc2ccccc2)c(=O)n(C)c1=O | 0
Cc1cc(C)n2[nH]c(=O)c(N=Nc3ccc(S(N)(=O)=O)cc3)c2n1 | 5
COc1ccc(NC(=O)CSc2n[nH]c(C)c2[N+](=O)[O-])cc1 | 8
O=C(CCS(=O)(=O)c1cccc2nonc12)NC1CCCCCC1 | -4
O=C1CCc2cc(S(=O)(=O)N3CCCCC3)cc3c2N1CC3 | -1
CCn1c(CCNC(=O)c2ccc(C)cc2)n[nH]c1=S | -1
CCOC(=O)C1=C(C)NC(C)=C(C(=O)OCC)C1C(=O)OCC(=O)N1CCc2ccccc2C1 | -5
Cc1cc(=O)n2c(C(=O)Nc3ccc(C(=O)OC(C)C)cc3)c(C(=O)Nc3ccccc3)sc2n1 | -3
CN(CCCN1CCOCC1)C(=O)c1cc(COc2ccc(F)cc2F)on1 | -1
CC(C)CNc1c(N)c(=O)oc2ccccc12 | -1
O=[N+]([O-])c1ccc(Oc2c(F)c(F)nc(N3CCCC3)c2F)cc1 | 2
C#CCNC(=O)C1=C[C@H](C2CCCCC2)[C@@H](CCCO)[C@H](OCC)O1 | -3
CC(=O)c1ccc(N2CCN(c3ncccn3)CC2)c([N+](=O)[O-])c1 | -2
Cn1c(CSc2nc3ccccc3s2)nnc1SCC(=O)NCCCN1CCOCC1 | 0
Cc1ccc(/C=C(/NC(=O)c2ccccc2)C(=O)NCCc2c[nH]c3ccccc23)o1 | -5

Entries above that have two or more sulfur atoms, in the order listed:
SMILES | TbREL1 inh
CCCCn1c(SCC(=O)Nc2nccs2)nc2ccccc2c1=O | 0
NNC(=O)COc1ccc(C2SCCS2)cc1 | 5
Cn1c(CSc2nc3ccccc3s2)nnc1SCC(=O)NCCCN1CCOCC1 | 0

Further records follow.
SMILES | TbREL1 inh
COc1ccc(CN[C@@H]2CC[C@@]34CCCN3C(=O)CCC[C@H]4C2)cc1 | 7
COC(=O)c1ccc(Oc2ccc3nncn3n2)cc1 | 2
COc1ccc(NC(=O)CN(C)S(=O)(=O)c2ccc3c(c2)CCC(=O)N3)c(OC)c1 | 3
CSC1=NCCN1C(=O)c1ccc(Br)o1 | 1
CN(C(=O)CSc1nc2ccc(Cl)cc2[nH]1)C1CCS(=O)(=O)C1 (stereo unspecified) | 9
Cc1c(C)n(C(=O)CSc2nccn2C)c2ccccc12 | 3
CCOC(=O)COc1cccc2c(=O)n(CC(=O)N3CCCCC3)ccc12 | 0
O=C(Nc1ccccc1Cl)C1CCN(Cc2cnn(-c3ccccc3)c2-n2cccc2)CC1 | -3
COc1ccccc1CN1CC(C(=O)NCc2cc(C)on2)CCC1=O (stereo unspecified) | 7
OC(c1ccccc1)(c1ccccc1)C1CCN(C(=S)Nc2ccc(F)cc2)CC1 | 0
Cc1cccc(OCCCC(=O)NNC(=O)CCN2CCN(c3ccccc3)CC2)c1 | 4
O=C1NC(c2ccccc2)Cc2ccncc21 (stereo unspecified) | 1
Cc1cc(C(=O)N2CCN(S(C)(=O)=O)CC2)sc1-c1ccccc1 | 1
Cc1ccc(CNC(=O)CCc2nnc(Cc3ccc(-c4ccccc4)cc3)o2)o1 | -6
COc1ccc(N2C(=O)C3CCCN3C2c2ccccc2Cl)cc1 (stereo unspecified) | 3
O=C(COC(=O)c1ccc(F)cc1F)NC(=O)Nc1ccc2c(c1)OCCO2 | 0
CC1CCN(S(=O)(=O)CCNC(=O)c2ccc3c(c2)OCO3)CC1 | -1
Cc1ccccc1OCC(=O)NCCCNC(=O)c1ccco1 | 3
CCC1CCCCN1C(=O)COC(=O)c1n[nH]c2ccccc12 (stereo unspecified) | 5
COc1ccc(C)cc1NS(=O)(=O)c1ccccc1 | -3
O=C(O)CSc1nnc(-c2ccc(S(=O)(=O)N3CCCC3)cc2)n1Cc1ccco1 | 0
O=C(NCc1ccco1)C1CCCN(S(=O)(=O)c2cccc3nonc23)C1 (stereo unspecified) | 6
CN(Cc1ccccc1)c1ccc2nnc(-c3ccccc3)n2n1 | 2
O=C(c1ccco1)N(CCC(c1ccccc1)c1ccco1)Cc1ccco1 (stereo unspecified) | -2
O=C(Nc1ccc2c(c1)nc1n2CCOC1)c1ccccc1 | -3
CC(=O)NS(=O)(=O)c1ccc(NC(=O)c2cc3c(=O)n4ccccc4nc3s2)cc1 | -2
CN(CC(=O)Nc1c(Cl)cccc1Cl)C(=O)CNC(=O)c1ccco1 | 1
Nn1c(Cc2cccc3ccccc23)nnc1SCc1c(F)cccc1Cl | 0
O=C(CSc1ccc2nnc(-c3cccnc3)n2n1)Nc1ccccc1F | 6
Cc1cc2nc(C(C)(C)C)cc(N)n2n1 | 1
CCCCCc1ccc(CC(=O)O)cc1 | -2
Cc1c(NC(=O)c2ccc(NS(=O)(=O)c3ccc(F)c(F)c3)cc2)c(=O)n(-c2ccccc2)n1C | -4
Cc1cccc([C@@H]2[C@@H]3C(=O)N(Cc4ccccc4)C(=O)[C@@H]3[C@]3(Cc4ccccc4)C(=O)N(c4cccc(Cl)c4)C(=O)N23)c1 | 0
CCN1CCN(CC(=O)Nc2ccc(S(=O)(=O)N3C(C)CCCC3C)cc2)CC1 (stereo unspecified) | 3
Cc1ccc(Cl)cc1NC(=O)c1ccccn1 | 2
Cc1cccc(NC(=O)CSc2nc(=O)n(CCCN3CCOCC3)c3c2CCCC3)c1 | -1
O=C(CSc1nc2ccccc2[nH]1)NC(=O)NCc1ccco1 | 1
COc1cc(C)c(C)cc1S(=O)(=O)N1CCN(Cc2ccccc2)CC1 | 0
CCOC(=O)C1=C(C)NC(SCC(N)=O)=C(C#N)C1c1ccncc1 (stereo unspecified) | 0
NNc1nc2c(Cl)c(Cl)ccc2s1 | 2
COc1ccc(C2CC(c3ccc(C(F)(F)F)cc3)=NN2c2ccc(S(N)(=O)=O)cc2)cc1 (stereo unspecified) | -2
C=CCN1C(=O)c2ccc(C(=O)N(CC)CC(=O)Nc3ccc(OC)cc3)cc2C1=O | -1
CN(CCc1ccccn1)C(=O)c1cccnc1Oc1ccccc1 | 0
CC(=O)N1CCCc2cc(S(=O)(=O)Nc3ccc(C)cc3C)ccc21 | 6
O=C1NN=C(CSc2n[nH]c(=S)s2)CS1 | -5
COCCn1c(SCC(=O)N2CC(=O)Nc3ccccc32)nc2ccccc2c1=O | -1
CCOC(=O)CN1NC2(CCCCC2)NC1=S | -2
Fc1ccc(Cn2ccc3ccc(-c4ccc5ccn(Cc6ccc(F)cc6)c5c4)cc32)cc1 | -1
COc1cccc2c1OC[C@@H](CO)[C@H]2N(C)C(=O)Nc1ccc(Cl)cc1Cl | -3
Cc1cc(C)c2nc(N3C(=O)C(O)=C(C(=O)c4ccco4)C3c3cccc(O)c3)sc2c1 (stereo unspecified) | 5
Cc1c(C(=O)C(=O)N2CCN(C)CC2)c2ccccc2n1C | 0
Cc1ccc(C(=O)CN(CCC(=O)O)S(=O)(=O)c2ccc([N+](=O)[O-])cc2)cc1 | 2
O=C1Cc2cc(NS(=O)(=O)c3ccc(F)cc3)cc3c2N1CCC3 | -2
Cc1nc(C(C)NC(=O)CCc2nnc(-c3ccsc3)o2)cs1 (stereo unspecified) | -1
CC1CCN(c2ncnc3nc[nH]c23)CC1 | 0
CCCCCCN(C(=O)CCCCCN1C(=O)NC(c2ccccc2)C(C(=O)OCc2ccccc2)=C1C)C(C(=O)NCCCC)c1ccc(OCC(=O)OC)c(C(=O)OC)c1 (stereo unspecified) | 1
CCOC(=O)N1CCC(Nc2nc3ccccc3n3nnnc23)CC1 | -1
COC(=O)c1sc2ccccc2c1NC(=O)c1ccc(S(=O)(=O)N2CCC(C)CC2)cc1 | 1
CCOC(=O)C1=C(C)N=c2s/c(=C/c3cccc([N+](=O)[O-])c3O)c(=O)n2C1c1ccccc1 (stereo unspecified) | 3
COC(=O)C1C(=O)C2=C(CC1C)NC(C)=C(C(=O)OC1CCCCC1)C2c1ccc(N(C)C)cc1 (stereo unspecified) | -8

(further entries)
SMILES | TbREL1 inh
NC(=O)[C@@H]1CC2(CC(c3cccc(NC(=O)CC(c4ccccc4)c4ccccc4)c3)=NO2)CN1C(=O)COc1ccc(Cl)cc1 (stereo partly specified) | 0
CC(C)NC(=O)C1CC(=O)N(C(C)c2ccccc2)C1 (stereo unspecified) | -1
COc1ccc(NC(=O)CC(C)c2ccccc2)cc1S(=O)(=O)N1CCOCC1 (stereo unspecified) | 0
COC(=O)[C@H](CC(C)C)NC(=O)N1CCCCC1C (stereo partly specified) | 2
CCOC(=O)C1CCCN(C(=O)CN2C(=O)c3ccccc3S2(=O)=O)C1 (stereo unspecified) | 0
c1ccc(-c2nnc3n2N=C(c2ccc4ccccc4c2)CS3)nc1 | 6
CCC(=O)Nc1ccc(C(=O)Nc2ccc3c(c2)OCO3)cc1 | 1
O=C(CCSc1nnc2scc(-c3ccccc3)n12)NCc1ccc2c(c1)OCO2 | -1
COc1ccc2oc(=O)c(C(=O)NC3CCCCCC3)cc2c1 | -3
Cc1ccc(-n2c(SC/C=C/c3ccccc3)nnc2-c2cccs2)cc1 | 0
COc1cc(Br)c(CC(=O)O)cc1OC | 4
COc1cc2c(cc1OC)/C(=C/C(=O)c1ccc(OC)c([N+](=O)[O-])c1)NCC2 | -1
Cc1nc2ccc(NC(=O)C3COc4ccccc4O3)cc2s1 (stereo unspecified) | 0
C[C@@H](CN=[N+]=[N-])CN1CC[C@H](C(C)(C)C)CCC1=O | 0
CCCCCCn1cc(CN2CC(N3CCN(CCN(C)C)CC3)CS2(=O)=O)nn1 (stereo unspecified) | 1
CCCCN(C(=O)CCC(=O)Nc1cc(C)on1)C(C(=O)NC(C)(C)C)c1cccc(OC)c1OC (stereo unspecified) | -2
CCOC(=O)CCC(=O)Nc1ccc(S(=O)(=O)N2CCCCC2)cc1 | -3
COc1ccc(NC(=O)CN(C)S(=O)(=O)c2cccc3nsnc23)cc1 | 3
CCO[C@@H]1OC(C(=O)N2CCN(Cc3ccc4c(c3)OCO4)CC2)=C[C@H](c2ccc(C(F)(F)F)cc2)[C@H]1CCCO | 6
COc1ccccc1-c1ccc2c(c1)C(C)(Cc1cc(Cl)ccc1C(F)(F)F)C(=O)N2 (stereo unspecified) | 17*
Oc1ccc(/C=N/NC2=NCCCCC2)c(O)c1 | -1
COc1ccc(-c2sc3cc4c(cc3c2-c2ccc3c(c2)OCCO3)OCO4)cc1 | 0
CNC(=O)COC(=O)c1cc(F)c(F)cc1Cl | 2
Cc1ccc(S(=O)(=O)N2CCC(=O)N(CCO)CC2)cc1 | 2
COc1ccc(-c2c(C#Cc3ccsc3)c3cc(-c4ccc5c(c4)OCCO5)ccc3n2C)cc1 | 4

Bioassay records (PubChem BioAssay)
